Compound activity: PubChem BioAssay, The Scripps Research Institute Molecular Screening Center
TEAD-YAP block: TEAD-YAP interaction inhibition; HEK-TIYL cells, TEAD-Gal4/YAP UAS-luciferase luminescence; AID 1259422; 1.4% of 640,000 active; inhibition, % at 9.12 µM; in the data active means inhibition above about 32%;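 further: 0% = median of test compound wells and 100% = reference inhibitor wells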
FBW7 act: activators of human E3 ligase FBW7; Q969H0; AlphaScreen FBW7–phospho-cyclin E peptide binding, activator screen; normalized activity (activation), % at 26.1 µM; 0.13% of 650,000 active; in the data active means normalized activity above about 1.9%;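 further: purified mutant Fbw7 with reduced substrate affinity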
Target sequence (Q969H0 whole entry, looked up): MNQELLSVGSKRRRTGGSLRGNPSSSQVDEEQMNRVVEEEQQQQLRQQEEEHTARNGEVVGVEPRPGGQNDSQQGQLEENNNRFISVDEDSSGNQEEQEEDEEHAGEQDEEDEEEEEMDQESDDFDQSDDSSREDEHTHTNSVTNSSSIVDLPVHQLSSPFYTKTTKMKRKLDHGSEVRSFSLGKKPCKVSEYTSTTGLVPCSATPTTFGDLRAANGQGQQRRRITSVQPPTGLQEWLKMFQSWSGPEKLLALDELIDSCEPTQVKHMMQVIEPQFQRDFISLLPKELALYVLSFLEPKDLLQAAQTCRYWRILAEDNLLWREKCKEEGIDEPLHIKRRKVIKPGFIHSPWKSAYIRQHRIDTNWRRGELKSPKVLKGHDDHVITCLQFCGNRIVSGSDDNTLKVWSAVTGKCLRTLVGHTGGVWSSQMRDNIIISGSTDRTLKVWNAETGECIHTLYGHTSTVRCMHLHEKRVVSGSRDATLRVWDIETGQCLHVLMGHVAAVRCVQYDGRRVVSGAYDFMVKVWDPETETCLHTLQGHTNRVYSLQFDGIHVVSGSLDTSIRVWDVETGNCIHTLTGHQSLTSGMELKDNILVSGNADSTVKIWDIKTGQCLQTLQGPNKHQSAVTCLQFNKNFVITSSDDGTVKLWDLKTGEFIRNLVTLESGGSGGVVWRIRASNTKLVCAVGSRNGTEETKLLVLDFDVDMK
GPR151 activ: activates the human receptor GPR151; Q8TDV0; PathHunter beta-arrestin GPR151 cells, luminescence; activation, % at 11.2 µM; 1% of 650,000 active; AID 1508602; in the data active means activation above about 4.9%;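 further: 0% = median of compound wells and 100% = cells with positive control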
Target sequence (Q8TDV0 whole entry, looked up): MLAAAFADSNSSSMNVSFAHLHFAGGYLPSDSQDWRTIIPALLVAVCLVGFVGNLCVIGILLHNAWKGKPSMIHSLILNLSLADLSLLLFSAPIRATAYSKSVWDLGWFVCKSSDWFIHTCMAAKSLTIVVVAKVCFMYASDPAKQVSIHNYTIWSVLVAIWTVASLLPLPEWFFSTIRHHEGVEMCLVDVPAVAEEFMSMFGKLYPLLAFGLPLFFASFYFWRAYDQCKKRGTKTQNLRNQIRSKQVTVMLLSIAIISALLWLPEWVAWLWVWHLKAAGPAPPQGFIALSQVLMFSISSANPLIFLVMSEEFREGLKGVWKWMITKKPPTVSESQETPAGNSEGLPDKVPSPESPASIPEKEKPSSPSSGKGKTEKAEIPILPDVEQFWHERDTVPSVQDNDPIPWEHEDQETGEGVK
MITF primary: blocks human microphthalmia-associated transcription factor; AlphaScreen MITF homodimerization, bead proximity signal; inhibition, % at 2.6 µM; 0.91% of 650,000 active; in the data active means inhibition above about 50%;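 further: 0% = vehicle wells with protein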
Active calls of the source: *; & = joins results of further samples; ! = a repeat was not active.

SMILES	TEAD-YAP block	FBW7 act	GPR151 activ	MITF primary
CC(C)CNc1nc2c(c(=O)n(Cc3ccc(Br)cc3)c(=O)n2C)n1C	6	0.0	3.3	13
COC(=O)c1c(N)sc(C)c1-c1ccc(C)cc1C	6	-0.1	0.6	-1
Cc1ccc2nc(C)c(C(=O)N(C)C(C)C)n2c1	14	0.4	1.1	11
CC(C)NC(=O)CN1C(=O)COc2ccc(S(=O)(=O)N3CCCC3)cc21	-7	0.1	0.5	-9
O=C(NC(Cc1c[nH]c2ccccc12)C(=O)OCC(=O)c1ccc(-c2ccccc2)cc1)Oc1ccccc1 (stereo unspecified)	3	0.3	-1.5	21
Cc1cc(C)c2nc(N3CCC(C(=O)NCCN4CCOCC4)CC3)sc2c1	-4	-0.2	0.7	3
CCN(CC)CCCNC(=O)C(C(=O)c1ccc(F)cc1)n1cc(Cl)ccc1=O (stereo unspecified)	5	0.0	1.0	7
CCOC(=O)COc1ccc2c(oc(=O)c3ccccc32)c1C	5	-0.1	-0.7	-5
CC1CC(O)(Cc2ccccc2)C(C)CN1C (stereo unspecified)	5	0.0	-1.7	16
COc1ccccc1-c1cc2nc(C)c(CCC(=O)NCCN3CCOCC3)c(C)n2n1	0	0.8	-0.6	10
CC1(c2ccc(Cl)cc2)CC(C)(C)N(C(=O)Nc2ccc(Cl)cc2)c2ccccc21 (stereo unspecified)	1	-0.1	1.1	0
O=C1Nc2ccc([N+](=O)[O-])cc2NC(=O)C2CCCCC12 (stereo unspecified)	8	-0.1	1.1	9
O=C(N/N=C/c1ccccc1Br)c1cc(Br)ccc1O	-23	-0.1	-0.6	4
O=C(Cc1cccc2ccccc12)Nc1cc(=O)[nH]c(=O)[nH]1	12	0.6	-0.5	12
CN1CCC(N(C)Cc2coc3ccccc3c2=O)CC1	-6	0.1	-0.6	37
c1cnc(Nc2nc3ncnc(NCCN4CCOCC4)c3[nH]2)cn1	-1	-0.2	-1.0	6
COc1ccc(-n2c(=S)[nH]c3cc(C(=O)Nc4cccnc4)ccc3c2=O)c(OC)c1	3	0.3	1.0	7
COc1cccc(C2c3[nH]c4ccccc4c3CCN2Cc2ncc(C)[nH]2)c1 (stereo unspecified)	-9	0.1	-0.5	-11
OCC1CCCN1Cc1cc(F)ccc1F (stereo unspecified)	-4	-0.2	0.1	-2
COc1ccccc1Cn1c(SCC(=O)NC2CCCCC2)nc2ccc(Br)cc2c1=O	6	0.1	2.2	5
CCOCCOC(=O)COc1ccc2c(=O)c(-c3ccc(Cl)cc3)coc2c1	8	0.6	0.6	9
Cc1ccc(NC(=O)CNCCCSc2ccccc2)cc1C	2	-0.1	-0.8	75*
Nc1ccnn1-c1ccnc(Nc2ccc(N3CCOCC3)cc2)c1	9	-0.1	-0.9	1
Cc1ccc(Nc2nc(Nc3ccc(C)cc3)nc(Sc3nccn3C)n2)cc1	-10	-0.1	-0.4	8
Cc1ccc2cc3c(nc2c1C)OC(C)C(=O)N(Cc1cccnc1)C3 (stereo unspecified)	34*	0.1	-1.5	10
CCOc1ccccc1N(C)C(=O)Cc1noc2ccc(C)cc12	-3	-0.1	-0.5	-12
N#Cc1cc([N+](=O)[O-])ccc1NC(=O)COC(=O)c1cc(Cl)cc(Cl)c1	6	0.2	0.3	23
COc1ccc(C)cc1S(=O)(=O)N1CCN(Cc2ccccc2)CC1	-3	0.0	-0.4	12
CS(=O)(=O)N1CCN(C2CCCCC2)CC1	-5	0.3	-0.2	58*
O=C(Cn1ncn2nc(-c3cccs3)cc2c1=O)NC1CCCc2ccccc21 (stereo unspecified)	2	0.1	0.9	6
Cc1ccc(-n2nnc(-c3nc(-c4ccccc4F)no3)c2N)cc1	2	0.2	0.8	18
O=[N+]([O-])c1cccc(-c2nc(N3CCOCC3)c3ccccc3n2)c1	3	0.3	3.5	8
O=C(O)CN=C(NS(=O)(=O)c1ccccc1)c1ccccc1	14&4	0.2&0.2	4.9*!	-2&13
Clc1ccc(-n2cc(-c3ccccc3)c3c(NCCc4ccccc4)ncnc32)cc1	-22	-0.2	1.1	1
Cc1cccc(-n2c(CNC(=O)c3ccc(S(=O)(=O)N(C)C)cc3)n[nH]c2=S)c1	-6	0.1	0.6	-2
COc1ccc(C2/C(=C(\O)c3ccc(F)cc3)C(=O)C(=O)N2Cc2cccnc2)cc1 (stereo unspecified)	2	0.1	-1.6	2
CC1CCCN(c2c(-c3ccc(Cl)cc3)c(=O)c2=O)C1 (stereo unspecified)	10	-0.1	5.9*	-3
Nc1ccc(S(=O)(=O)N2CCOCC2)cc1N	-6	0.1	-1.2	21
Cc1nc(N/N=C/c2ccc(O)cc2)cc(N2CCCCC2)n1	5	-0.3	-0.2	-1
C/C(=N\S(=O)(=O)c1ccc(C)cc1)N1CCN(S(=O)(=O)c2ccccc2)C1C(C)C (stereo unspecified)	-7	0.1	0.5	1
O=C(NC(c1ccc(F)cc1)c1ccccn1)C1CCN(C(=O)c2ccccc2)CC1 (stereo unspecified)	9	0.1	0.0	-5
O=C(CSc1nc(NCCc2ccccc2)c2ccccc2n1)Nc1nccs1	-3	0.0	-1.8	2
CCN(CCO)C(=S)Nc1cc(C(=O)OC)ccc1C(=O)OC	0	-0.2	0.7	-4
COc1ccc(CNC(=O)C(C)N(c2ccc(OC)cc2)S(C)(=O)=O)cc1 (stereo unspecified)	9	-0.1	0.3	-2
COc1ccc(-c2nc3cnccn3c2NC(C)(C)C)cc1CO	-17	-0.1	0.6	-4
COCCNC(=O)c1ccc2c(=O)n(Cc3ccc4c(c3)OCO4)c(SCC(=O)Nc3ccc(C)c(C)c3)nc2c1	14	0.1	0.2	9
Cc1cccc(/C(N)=N/OC(=O)Cc2ccccc2)c1	-46	0.1	-0.3	-12
COc1cc(/C=C2\SC(=Nc3cc(C)cc(C)c3)NC2=O)cc(I)c1OC	5	-0.3	0.2	-5
COc1cc(NC(=O)c2c(Cl)cccc2Cl)cc(OC)c1	-6	0.0	3.0	-1
CCCn1cnc2sc(C(=O)Nc3ccc(F)c(Cl)c3)c(C)c2c1=O	-23	0.3	1.1	5
O=C(O)c1cc(=O)c2ccccc2[nH]1	-12	0.3&0.1	-0.5&1.7	-20&16
O=C(NCCc1ccccc1)c1nnc(Cc2cccc(F)c2)o1	2	-0.1	-2.8	4
C/C(=N\NC(=O)c1cccnc1)c1cc(F)ccc1O	4	-0.5	-2.8	-6
Cc1ccc(C(=O)NCCNC(=O)Nc2cccnc2)cc1	17	0.0	3.8	3
CC(=O)Oc1ccccc1-c1nc(-c2ccccc2)nc(N(C)C(C)=O)n1	-1	-0.2	-1.3	-3
CCC(=O)N1CCc2cc(Br)cc(S(=O)(=O)N3CCc4ccccc43)c21	-4	0.5	2.9	-2
O=C1NC(c2ccc(Br)cc2)=N/C1=C\c1ccccc1F	2	0.0	-0.3	-2
CC(=O)N1CCN(S(=O)(=O)c2ccc(S(=O)(=O)NC3CCCCC3)cc2)CC1	-6	-0.2	2.0	4
O=C(Nn1c(Cc2ccccc2)nc2ccccc2c1=O)c1cccs1	10	0.0	-1.3	10
Cc1cccc(-c2cc3nc4c(c(NCCCn5ccnc5)n3n2)CCC4)c1	-27	-0.1	-0.7	-5

Another view of part of the listing above.
Results follow in this order: TEAD-YAP block	FBW7 act	GPR151 activ	MITF primary
COCCNC(=O)c1ccc2c(=O)n(Cc3ccc4c(c3)OCO4)c(SCC(=O)Nc3ccc(C)c(C)c3)nc2c1
→ 14	0.1	0.2	9
Cc1cccc(/C(N)=N/OC(=O)Cc2ccccc2)c1
→ -46	0.1	-0.3	-12
COc1cc(/C=C2\SC(=Nc3cc(C)cc(C)c3)NC2=O)cc(I)c1OC
→ 5	-0.3	0.2	-5
COc1cc(NC(=O)c2c(Cl)cccc2Cl)cc(OC)c1
→ -6	0.0	3.0	-1
CCCn1cnc2sc(C(=O)Nc3ccc(F)c(Cl)c3)c(C)c2c1=O
→ -23	0.3	1.1	5
O=C(O)c1cc(=O)c2ccccc2[nH]1
→ -12	0.3&0.1	-0.5&1.7	-20&16
O=C(NCCc1ccccc1)c1nnc(Cc2cccc(F)c2)o1
→ 2	-0.1	-2.8	4
C/C(=N\NC(=O)c1cccnc1)c1cc(F)ccc1O
→ 4	-0.5	-2.8	-6
Cc1ccc(C(=O)NCCNC(=O)Nc2cccnc2)cc1
→ 17	0.0	3.8	3
CC(=O)Oc1ccccc1-c1nc(-c2ccccc2)nc(N(C)C(C)=O)n1
→ -1	-0.2	-1.3	-3
CCC(=O)N1CCc2cc(Br)cc(S(=O)(=O)N3CCc4ccccc43)c21
→ -4	0.5	2.9	-2
O=C1NC(c2ccc(Br)cc2)=N/C1=C\c1ccccc1F
→ 2	0.0	-0.3	-2

Going on with the list:
SMILES	TEAD-YAP block	FBW7 act	GPR151 activ	MITF primary
O=C(OCCN1C(=O)c2cccc3c(N4CCCCC4)ccc(c23)C1=O)c1ccccc1	2	0.3	0.7	21
O=[N+]([O-])c1ccc(Oc2ccc(S(=O)(=O)N3CCOCC3)cc2)cc1	0	0.0	0.7	9
NC(=O)CSc1nnc(-c2ccc3c(c2)OCO3)n1C1CCCCC1	0	0.2	-2.8	18
Cc1cc(=O)[nH]c(SCC(=O)Nc2ccc(Br)cn2)n1	-2	0.1	-1.5	13
CCOC(=O)CN1CC23C=CC(O2)C(C(=O)Nc2ccc(C(C)=O)cc2)C3C1=O (stereo unspecified)	4	-0.1	1.7	10
COc1cc(-c2nc3ccccc3c(=O)n2NC(=O)/C=C/c2ccc([N+](=O)[O-])cc2)cc(OC)c1OC	-3	1.1	-1.5	20
Cc1cc(N2CCOCC2)nc2ccc(NC(=O)CCC(=O)N3CC(C)CC(C)C3)cc12 (stereo unspecified)	-17	0.2	-1.0	15
COCCn1nnnc1C(c1ccccc1Cl)N1CCN(c2ccccc2F)CC1 (stereo unspecified)	-4	-0.1	-0.2	8
O=C1C(Cl)=C(Nc2ccccc2O)C(=O)N1c1ccc(Cl)c(Cl)c1	3	-0.1	1.1	-7
O=C(CSc1nc2[nH]ncc2c(=O)[nH]1)Nc1ccc(Cl)cc1	16	0.0	4.1	-4
COCCN(CCOC)S(=O)(=O)c1ccc(C(=O)N=c2sc3cc(Cl)ccc3n2C)cc1	0	-0.1	0.5	19
COc1ccccc1N1CCN(C(=S)Nc2cccnc2)CC1	11	0.0	1.1	12
COc1ccc(C2Nc3ccccc3C(=O)N2c2cccc3ccccc23)cc1 (stereo unspecified)	-47	0.2	0.4	9
CCOc1ccc2ccccc2c1/C=N/N1C(=O)C2C3C=CC(CC3)C2C1=O (stereo unspecified)	-3	-0.1	-2.1	-2
Cc1ccccc1C(=O)NCCn1ncc2c(=O)n(Cc3ccccc3F)cnc21	5	-0.1	-1.6	9
Cc1ccccc1Nc1nc(-c2c(C)nc3sccn23)cs1	-4	-0.1	-1.4	-4
CCCCS(=O)(=O)NC1=NCN(c2ccc(Cl)cc2)CN1	2	-0.1	-0.9	-4
O=C(NC1CC1)c1scc2c1CCCC2	-13	0.2	-3.4	11
CC(C)OCC(O)CN1CCN(C(c2ccccc2)c2ccccc2)CC1 (stereo unspecified)	-9	0.6	1.9	3
CC(C)(C)C(=O)N1CCC(n2nnc3cccnc32)CC1	-5	-0.2	0.8	-4
CC(=O)c1sc(NC(=O)c2cc(F)c(F)cc2Cl)nc1C	-65	-0.1	-1.8	6
COCCCNCCCCOc1ccc(OCc2ccccc2)cc1	-27	-0.1	0.4	53*
O=C(Nc1ccncc1)c1ccc(I)cc1	-4	0.1	0.1	4
Cc1ccc(CC2(CCC(=O)NCCc3ccccn3)CCC(=O)N2)cc1 (stereo unspecified)	-5	0.2	-0.5	9
COc1ccc(Cl)cc1NC(=O)c1cc(S(=O)(=O)N2CCC(C)CC2)ccc1F	-3	0.8	-0.5	17
O=C(N/N=C/c1ccncc1)c1ccco1	-49	0.0	-2.4	-21
S=C(NCc1ccco1)Nc1cccc(Cl)c1	8	-0.2	-0.2	10
COC(=O)COc1ccc2cc(-c3ccc(OC)cc3)c(=O)oc2c1	-8	-0.1	0.9	5
CCn1cnc2sc(C(=O)Nc3ccc(OC)c(Cl)c3)c(C)c2c1=O	-50	0.1	-4.6	15
Nc1nonc1-n1nnc(C(=O)N/N=C/c2cccc(Cl)c2)c1CN1CCCCCC1	10	-0.1	0.4	-3
Nc1cccc(-c2nc(NCCO)c3ncn(-c4ccsc4)c3n2)c1	63*	0.0	-2.0	10
O=C(/C=C/c1ccccc1)OCCCc1ccccc1	-9	0.1	0.4	-6
O=C(c1cc([N+](=O)[O-])ccc1Cl)N1CCc2ccccc2C1	9	-0.4	0.0	7
COc1ccc(NC(=O)CN2C(=O)NC(C)(Cc3ccc(OC)c(OC)c3)C2=O)cc1 (stereo unspecified)	-2	0.0	-0.9	-1
O=C(NC1CC1)c1ccc(-c2cccc(C(=O)NC3CC3)n2)cc1	2	0.1	1.3	9
COc1ccc(N2C(=O)CCC(C(=O)NCC3CCCO3)C2c2ccc(F)cc2)cc1 (stereo unspecified)	-2	0.0	-0.8	-1
CCc1cccc(OCC(=O)Nc2nccs2)c1	-6	0.0	-2.7	-13
COc1cc(CN2CCCC(CNC(=O)c3cc(C)on3)C2)ccc1F (stereo unspecified)	2	-0.1	-1.2	-8
CSCCC(NS(=O)(=O)c1cccs1)C(=O)Nc1ccc(C)cc1 (stereo unspecified)	6	0.0	-1.2	3
CCC(C)NS(=O)(=O)c1ccc2c(c1)oc(=O)n2C (stereo unspecified)	-14	0.2	-2.1	-11
CN(C(=O)CSc1nc2c(c(=O)[nH]1)CCC2)C1CCCCC1	-6	-0.1	0.2	15
COC(=O)C1(C(F)(F)F)N=C(N2CCCC2)OC(N2CCCC2)=N1	-2	0.2	0.7	20
